RNase H inhibition: RNase H inhibition, HIV 1 Gag Pol polyprotein, FRET biochemical assay, screening (AID 372); HIV-1 RT RNase H, FRET RNA/DNA substrate fluorescence; higher % means a stronger effect; inhibition, % at 10 µM; hits with a dose series show IC50 in µM; actives 0.77% (n = 100,000); in the data active = inhibition above about 50%
An asterisk follows results filed as active; & = joins results of further samples. These rows are one share of the data; count on the stated rates, not on these rows.

SMILES	RNase H inhibition
CCOC(=O)c1ccc(NC(=O)CC)cc1	0%
O=C(NCCCNc1ccc(Cl)cc1[N+](=O)[O-])c1ccccc1F	31%
CC(C)c1ccc(/C=C2\N=C(c3ccc(Br)cc3)OC2=O)cc1	14%
CCOc1ccc(NC(=O)C2=C(C)NC(=S)NC2c2ccc(C(C)C)cc2)cc1 (centres undefined)	14%
Oc1oc(-c2ccccc2)nc1C=Nc1ccccc1I	0%
CCOc1ccccc1N1CCN(C(=O)c2cc(-c3ccc(OC)c(OC)c3)nc3ccccc23)CC1	16%
O=C(O/C(=C/c1nc2ccccc2n1Cc1ccccc1Br)c1ccccc1Cl)c1ccccc1Cl	3%
CC(C)(C)c1ccc(S(=O)(=O)Nc2cc(Cl)ccc2Cl)cc1	0%
Cn1cnc2cc(N=Cc3c[nH]c4ccccc34)ccc21	0%
O=C1C(=Cc2ccc(I)o2)C(=O)c2ccccc21	9%
CCCCc1ccc(NC(=S)NC(=O)c2ccc(OCCC)cc2)cc1	10%
CCC(=O)Nc1ccc(O)c(-c2nc3cc(C)c(C)cc3o2)c1	9%
CCOc1cccc(C(=O)Nc2ccc(-c3nc4cc(C)c(C)cc4o3)cc2)c1	10%
C/C(=N/NC(=O)c1ccc2c(c1)OCO2)c1ccc(Br)s1	13%
COCCCN1C(=O)/C(=C\c2ccccc2[N+](=O)[O-])C(C(=O)OC)=C1C	18%
O=S(=O)(Nc1cccc(F)c1)c1ccc(Cl)cc1	0%
CN1C(=O)C(=Cc2ccc(OCc3ccccc3F)cc2)C(=O)N(C)C1=S	9%
O=C1NC(=Nc2ccc(O)cc2)S/C1=C\c1ccc([N+](=O)[O-])cc1	4%
CN1CCN(NC(=O)c2cc([N+](=O)[O-])ccc2Cl)CC1	7%
CCOc1ccc(C=Nc2ccc(I)cc2)cc1	4%
O=C1c2ccccc2C(=O)N1/N=C/c1ccccc1O	2%
O=C1NC(=S)N/C1=C/c1ccc2c(c1)OCO2	15%
O=C(Nc1c(C(=O)N2CCCCCC2)cnn1-c1ccccc1)c1cccc(F)c1	5%
C=CCc1ccc(OCCCCOc2ccc(C)cc2Cl)c(OC)c1	17%
CCOc1cccc(C(=O)Nc2ccccc2C(=O)O)c1	28%
COc1ccc(N2C(=O)NC(=O)/C(=C/c3cn(Cc4ccccc4C)c4ccccc34)C2=O)cc1	21%
O=c1c2c(nc(SCCc3ccccc3)n1-c1ccccc1)-c1ccccc1CC21CCCCC1	12%
Cc1cc2nn(-c3ccc(Cl)cc3)nc2cc1NC(=O)c1cc2ccccc2o1	6%
CC1(C)CC(=O)C2=C(C1)OC1=C(C(=O)CC(C)(C)C1)C2c1cc(Cl)c(O)c(Cl)c1	6%
COc1ccc(CC2S/C(=N/N=C/c3ccc(OC(C)C)cc3)NC2=O)cc1 (centres undefined)	13%

20 neighbouring entries out of the list so far, for reference:
SMILES	RNase H inhibition
Cn1cnc2cc(N=Cc3c[nH]c4ccccc34)ccc21	0%
O=C1C(=Cc2ccc(I)o2)C(=O)c2ccccc21	9%
CCCCc1ccc(NC(=S)NC(=O)c2ccc(OCCC)cc2)cc1	10%
CCC(=O)Nc1ccc(O)c(-c2nc3cc(C)c(C)cc3o2)c1	9%
CCOc1cccc(C(=O)Nc2ccc(-c3nc4cc(C)c(C)cc4o3)cc2)c1	10%
C/C(=N/NC(=O)c1ccc2c(c1)OCO2)c1ccc(Br)s1	13%
COCCCN1C(=O)/C(=C\c2ccccc2[N+](=O)[O-])C(C(=O)OC)=C1C	18%
O=S(=O)(Nc1cccc(F)c1)c1ccc(Cl)cc1	0%
CN1C(=O)C(=Cc2ccc(OCc3ccccc3F)cc2)C(=O)N(C)C1=S	9%
O=C1NC(=Nc2ccc(O)cc2)S/C1=C\c1ccc([N+](=O)[O-])cc1	4%
CN1CCN(NC(=O)c2cc([N+](=O)[O-])ccc2Cl)CC1	7%
CCOc1ccc(C=Nc2ccc(I)cc2)cc1	4%
O=C1c2ccccc2C(=O)N1/N=C/c1ccccc1O	2%
O=C1NC(=S)N/C1=C/c1ccc2c(c1)OCO2	15%
O=C(Nc1c(C(=O)N2CCCCCC2)cnn1-c1ccccc1)c1cccc(F)c1	5%
C=CCc1ccc(OCCCCOc2ccc(C)cc2Cl)c(OC)c1	17%
CCOc1cccc(C(=O)Nc2ccccc2C(=O)O)c1	28%
COc1ccc(N2C(=O)NC(=O)/C(=C/c3cn(Cc4ccccc4C)c4ccccc34)C2=O)cc1	21%
O=c1c2c(nc(SCCc3ccccc3)n1-c1ccccc1)-c1ccccc1CC21CCCCC1	12%
Cc1cc2nn(-c3ccc(Cl)cc3)nc2cc1NC(=O)c1cc2ccccc2o1	6%

New compounds follow:
SMILES	RNase H inhibition
Cc1cccc(N2C(=O)S/C(=C/c3ccccc3Cl)C2=O)c1	9%
COc1ccc(N(CC(=O)O)S(=O)(=O)c2ccc(C)cc2)c(OC)c1	11%
O=C(Cc1ccccc1)Nc1ccc(N2CCCCC2)cc1	9%
Cc1cc(C)c(NC(=O)c2cccs2)c(C)c1NC(=O)c1cccs1	0%
O=C(Nc1cccc(C(F)(F)F)c1)Nc1cccc2cccnc12	7%
Cc1c(C)c2ccc(OC(C)C)c(C)c2oc1=O	1%
COCCOC(=O)C1=C(C)NC(=O)CC1c1c(F)cccc1Cl (centres undefined)	0%
CC(=O)Nc1ccc(C2NN=C(c3ccc(C)cc3)S2)cc1 (centres undefined)	17%
Cc1ccc(C2(c3ccc(C)cc3)CC2C(=O)Nc2ccccc2[N+](=O)[O-])cc1 (centres undefined)	6%
CCSc1nnc(NC(=O)c2cccc([N+](=O)[O-])c2)s1	4%
Cc1ccc(-n2nc3cc(C)c(NC(=O)/C=C/c4cccc([N+](=O)[O-])c4)cc3n2)cc1	12%
CCN(C(=O)c1ccc([N+](=O)[O-])o1)c1ccccc1C	0%
CCCCOc1cccc(C(=O)Nc2ccc(NC(=O)c3cccc(Cl)c3)cc2)c1	31%
COc1ccc(N2CCN(Cc3ccc(C(F)(F)F)cc3)CC2)cc1	32%
O=C(/C=C/c1ccc([N+](=O)[O-])cc1)NCc1ccccc1	5%
Cc1nc2ccc(Br)cn2c1C(=O)N/N=C\c1ccccc1[N+](=O)[O-]	1%
CCN1C(=O)/C(=C/c2ccc(I)cc2)SC1=S	17%
COc1ccccc1OCCOc1ccc(Br)cc1/C=c1\sc2nc3ccccc3n2c1=O	1%
Cc1ccc(N2C(=O)NC(=O)/C(=C\c3ccc(N4CCOCC4)o3)C2=O)cc1	14%
O=C(Cn1nnc(-c2ccccc2)n1)N=Nc1c(O)[nH]c2ccccc12	0%
CC(C)(C)C(C)(O)C#CCN1CCOCC1 (centres undefined)	4%&7%
O=C1N=c2ccccc2=C1c1sc(=S)[nH]c1O	6%
COc1ccc(-c2ccc(-c3nnc(-c4ccc([N+](=O)[O-])cc4)o3)cc2)cc1	6%
CCOC(=O)C(C#N)C(c1ccc(F)cc1)C1CCOC(C)(C)C1 (centres undefined)	19%
O=C(N/N=C/c1ccco1)c1n[nH]c2c1CCC2	7%
Cc1ccc(CSc2nc3ccc(Cl)cc3[nH]2)cc1	7%
CCCCCCCCC(=O)N/N=C/c1cccc(OCc2ccccc2)c1	11%
CCOc1cc(C2C(C(=O)OC)=C(C)NC3=C2C(=O)CC(c2ccc(OC)cc2)C3)ccc1O (centres undefined)	15%
COc1ccccc1/C=C1/SC(=S)N(CCC(=O)Nc2c(C)n(C)n(-c3ccccc3)c2=O)C1=O	8%
CC1=C(C)C(O)N(C(C)(C)c2cc(Cl)cc(Cl)c2)C1=O (centres undefined)	0%
N#Cc1ccc(C=Nc2cccc(C(N)=O)c2)cc1	0%
O=C(CCc1ccccc1)Nc1ccc(Cl)cc1	6%
COc1cc(C=O)cc(Cl)c1OCc1cccc(C(=O)O)c1	6%
O=C(/C=C/c1ccc(Cl)cc1Cl)NCc1ccccn1	2%
O=C(Nc1cccc2c1CCCC2)c1ccc(Cl)c(Cl)c1	17%
CC1(C)Cc2c(sc3nc(=S)[nH]c(N)c23)CO1	3%
CCCCCCCC(=O)NNC(=O)c1ccc(F)cc1	5%
CC(C)(C)c1cc(N=Cc2ccc(O)cc2)c(O)c(C(C)(C)C)c1	24%
O=C(CN1C(=O)/C(=C/c2cccc(Br)c2)SC1=S)N1CCCCC1	11%
COc1ccc(C(=O)N/N=C(\C=C\c2ccccc2)c2ccccc2)cc1	0%
Cc1ccc(S(=O)(=O)Nc2c(C)cccc2C)cc1	8%
COc1ccc([N+](=O)[O-])cc1NCc1cccnc1	6%
CCOC(=O)C(Oc1ccc2c(oc(=O)c3cc(OC)ccc32)c1C)c1ccccc1 (centres undefined)	8%
O=[N+]([O-])c1cc(C(F)(F)F)cc([N+](=O)[O-])c1N1CCN(CCO)CC1	0%
CCOC(=O)C1=C(C)N(C2CCCCC2)C(=O)C1	3%
Oc1ccccc1/C=N\Nc1nc(-c2ccc(Cl)cc2)cs1	22%
O=C(CSC1=NCCS1)NCc1ccco1	2%
CCN(CC)c1nc(NN)nc(Nc2ccc(C)c(Cl)c2)n1	0%
COc1ccc(N2C(=O)C3C4CC(=O)C(c5ccccc54)C3C2=O)cc1 (centres undefined)	1%
CCOc1ccc(C(=O)c2ccc(Cl)cc2)cc1OCC	12%
O=C(NN1C(=O)/C(=C/c2ccccc2)SC1=S)c1cccc(Cl)c1	3%
O=C(Nc1cccc([N+](=O)[O-])c1)c1cc(S(=O)(=O)Nc2ccccn2)ccc1Cl	9%
COC(=O)c1c(C)oc2cc(Br)c(OCc3ccc([N+](=O)[O-])cc3)cc12	22%
Cc1ccc(N(CC(=O)Nc2ccc(I)cc2)S(=O)(=O)c2ccc(F)cc2)cc1	13%
CCCCOC(=O)c1ccc(NC(=O)c2ccc([N+](=O)[O-])c(C)c2)cc1	17%
COc1c(Cl)cc(/C=C2\SC(N)=NC2=O)cc1Cl	34%
CSc1ccccc1N=Cc1nc(-c2ccccc2)oc1O	0%
CS(=O)(=O)N(CC(=O)N/N=C/c1ccc(OCC(=O)N2CCCCC2)cc1)c1ccccc1Br	6%
CCOC(=O)C1C(=O)CC(C)(O)C(C(=O)OCC)C1c1ccc(OCC)cc1 (centres undefined)	2%
OCCCc1nc2ccccc2n1Cc1ccc2ccccc2c1	0%

(continued)
SMILES	RNase H inhibition
O=C(Nc1ncc(C(F)(F)F)cc1Cl)c1cc([N+](=O)[O-])cc([N+](=O)[O-])c1	0%
NC(=O)SCC(=O)Nc1ccccc1Br	8%
CC1(C)Cc2c(sc(NC(=S)NC(=O)c3ccccc3)c2C#N)CO1	5%
Clc1ccc(C2CC(c3ccccc3)=NN2c2ccc(/C=N/Nc3ccccc3)cc2)cc1 (centres undefined)	20%
COc1ccc(C(=O)NN2CCOCC2)cc1OC	2%
COc1ccc(N/C=C(\C#N)C(N)=S)cc1	10%
CC(=O)c1cccc(NC(=O)c2cccc(C)c2)c1	3%
Cc1cc(-c2ccc(F)cc2)nc2cc(C(=O)O)nn12	4%
CN1C(=O)/C(=C\C2(C)N3CC4(C)CN2CC(C)(C3)C4=O)c2ccccc21 (centres undefined)	1%
Cc1cc(C)c(/C=C(\C#N)c2nn(-c3ccccc3)c(N)c2C#N)cc1C	6%
Cc1ccc(-n2c(O)c(/C=N/N(C)C)c3ccccc3c2=O)cc1	10%
O=C(Nc1ccc([N+](=O)[O-])cn1)C1c2ccccc2Oc2ccccc21	27%
O=C1C(=O)N(CCCn2ccnc2)C(c2ccccc2Cl)/C1=C(\O)c1ccc(Cl)cc1 (centres undefined)	11%
CCOC(=O)C1CCCN(CCC(=O)Nc2cc(C)ccc2C)C1 (centres undefined)	1%
Oc1cccc2ccc(/C=C/c3ccc(-c4cccc(Cl)c4)o3)nc12	34%
COc1cc(C(=O)Nc2cc(C(F)(F)F)ccc2Cl)c(Br)c(OC)c1OC	12%
CCOC(=O)N1CCN(CC(O)COc2ccc(Cl)cc2)CC1 (centres undefined)	0%
CCCCN=Cc1c(O)n(-c2ccccc2C)c(=S)[nH]c1=O	0%
CCOC(=O)C1=C(C)N=C2SCCC(=O)N2C1c1cccc([N+](=O)[O-])c1 (centres undefined)	4%
Fc1ccc(-c2nnn(Cc3c(F)cccc3Cl)n2)cc1	18%
COc1cccc(N2C(=O)CC(N3CCN(c4ccccc4Cl)CC3)C2=O)c1 (centres undefined)	2%
COc1ccc(C2C(C(=O)OCCc3ccccc3)=C(C)NC3=C2C(=O)CC(C)(C)C3)cc1OC (centres undefined)	8%
CCOC(=O)c1ccc(NC(=O)c2cc(OC)c(OC)c(OC)c2)cc1	0%
CCOC(=O)C1=C(C)N=c2s/c(=C\c3ccc(N(C)C)c(Br)c3)c(=O)n2C1c1ccc(Cl)cc1 (centres undefined)	6%
O=[N+]([O-])c1cccc(/C=N\N2CCN(c3ccc(Cl)cc3)CC2)c1	19%
Cc1ccc(C)c(NCn2nnc3ccccc32)c1	10%
CCc1ccccc1NC(=S)NC(=O)c1ccc(C)cc1	15%
O=C(COc1ccc([N+](=O)[O-])cc1)Nc1ccc2oc(-c3cccc(Br)c3)nc2c1	31%
CC(C)c1ccc(NC(=O)CSCc2ccccc2)cc1	7%
CCOc1ccc(-n2c(C)cc(C=O)c2C)cc1	0%
CC1=C(C(=O)OCC(C)C)C(c2ccc([N+](=O)[O-])cc2)NC(=O)N1C (centres undefined)	15%
CCOc1ccc(C(=O)CSc2nnc(-c3ccc(OC)cc3)n2-c2ccc(C)cc2)cc1	16%
CCc1ccc(-c2nc(-c3cc(OC)c(OC)c(OC)c3)no2)cc1	14%
C/C(CC(=O)NC1C2CC3CC(C2)CC1C3)=N\NC(=O)COc1cc(C)cc(C)c1 (centres undefined)	16%
CCOc1cc(Br)cc(/C=C2/SC(=S)N(c3ccccc3)C2=O)c1O	28%
CCOc1ccc(C(=O)Nc2ccc(OC(F)(F)F)cc2)cc1	18%
O=C(N/N=C(/C=N/O)c1ccccc1)c1cccc(Br)c1	13%
Cc1ccc(NC(=O)c2ccc([N+](=O)[O-])cc2NC(=O)c2ccccc2)c(C)c1	8%

High-throughput results deposited in PubChem BioAssay by MTDP.
